# Screening results from PubChem BioAssay.
# ZTA counter: counter-screen for EBNA-1 inhibitors: inhibitors of Epstein-Barr virus ZTA; P03206; ZTA-DNA binding, fluorescence polarization; inhibition, % at 11 µM; 320,000 tested, 0.15% active; in the data active means inhibition above about 33%
# Target sequence (P03206 whole entry, looked up): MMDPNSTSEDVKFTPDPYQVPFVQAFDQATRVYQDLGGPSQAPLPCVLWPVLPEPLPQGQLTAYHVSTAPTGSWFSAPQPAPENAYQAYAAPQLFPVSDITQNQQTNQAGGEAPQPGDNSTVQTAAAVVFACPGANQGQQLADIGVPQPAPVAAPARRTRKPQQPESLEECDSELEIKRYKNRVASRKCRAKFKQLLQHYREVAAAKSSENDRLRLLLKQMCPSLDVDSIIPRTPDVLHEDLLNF
# CR mimetic SO: caloric restriction mimetics inhibiting age-related superoxide in yeast; AID 2690; 330,000 tested, 0.18% active; S. cerevisiae aged cells, superoxide DHE fluorescence; stronger effect = lower value; superoxide response (% of plate mean), % at 10 µM;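 active means superoxide response under a set limit, about three screen SD below normal, cut at about 65% in these data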;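 further: yeast aged for seven days with compound at 30 °C before DHE staining; 100% = average MFI of all compound-treated wells on the plate with controls excluded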
# EBNA-1 inh: blocks EBNA-1 binding to DNA | inhibition, % at 14.8 µM | 300,000 tested, 0.34% active | EBNA-1 DNA binding, fluorescence polarization; in the data active means inhibition above about 28%
# PP1 inh: counter-screen for PP5 inhibitors: inhibitors of human PP1-alpha; P62136; purified PP1alpha, OMFP fluorescence; inhibition, % at 6.7 µM; 320,000 tested, 0.9% active;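 active means inhibition above the mean inhibition of all tested compounds plus 3 SD, computed separately for each screening campaign, cut at about 15% in these data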
# Target sequence (P62136 whole entry, looked up): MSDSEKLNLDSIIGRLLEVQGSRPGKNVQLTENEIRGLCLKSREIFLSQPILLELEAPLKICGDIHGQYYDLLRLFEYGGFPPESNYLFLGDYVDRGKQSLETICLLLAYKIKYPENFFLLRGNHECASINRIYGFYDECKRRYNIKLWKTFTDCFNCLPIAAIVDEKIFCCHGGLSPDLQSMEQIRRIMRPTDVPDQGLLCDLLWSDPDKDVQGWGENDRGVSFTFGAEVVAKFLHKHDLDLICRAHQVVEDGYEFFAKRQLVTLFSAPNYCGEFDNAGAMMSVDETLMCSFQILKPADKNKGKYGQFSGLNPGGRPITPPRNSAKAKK
# CTSL1 counter: cathepsin L1 inhibition, PFM18AAP counter-screen; recombinant F. hepatica cathepsin L1, Z-Leu-Arg-MCA fluorescence; inhibition, % at 5.96 µM; 300,000 tested, 0.49% active; AID 1906;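 active means inhibition above the mean of all tested compounds plus 3 SD, set per screening campaign, cut at about 17% in these data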;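 further: 0% = plate median of test compound wells and 100% = 1 µM Z-Phe-Ala-diazomethylketone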
# TPT1 inh: C. albicans TPT1 enzyme inhibition | recombinant caTPT1, FP RNA substrate dephosphorylation | inhibition, % at 5 µM | 300,000 tested, 0.81% active | AID 1962;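 active means inhibition above the mean of all tested compounds plus 3 SD, set per screening campaign, cut at about 24% in these data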;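 further: plate controls were DMSO alone for no effect and ferristatin control at 100 nM for full effect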
# core dimer inh: HCV core protein dimerization inhibition. TR-FRET GST/Flag-core106 dimerization, 1536-well. inhibition, % at 5 µM. 300,000 tested, 0.33% active. AID 1899;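 active means inhibition above the mean of all tested compounds plus 3 SD, set per screening campaign, cut at about 45% in these data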
#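 Test system: GST/Flag-tagged HCV core106 proteins; Medium: KF-containing HEPES buffer, pH 7.45, DTT, CHAPS, BSA; Times: compound-protein-antibody incubation 4 h at 22.5 °C; Detection: TR-FRET 671 and 617 nm emission; Benchmarks: wells lacking GST-core106 and wells with excess unlabelled core106.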
# JMJD2C inh: blocks human GASC-1 demethylase activity; Q9H3R0; GST-JMJD2C(1-420) H3K9me3 demethylation, DELFIA europium; inhibition, % at 2.35 µM; 330,000 tested, 0.069% active;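 active means more than half of a compound's replicate wells show inhibition beyond 50%, single wells judged on their own value; inconclusive means some, but no more than half, of replicates pass 50% inhibition; inactive means no replicate passes 50% inhibition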;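 further: signal counts dimethyl H3K9 product captured on neutravidin plate; 0% = median of DMSO wells and 100% = 0.3 times that DMSO median; strong numbers were not always called active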
# PP5 inh: inhibitors of human protein phosphatase 5 (PP5); P53041; purified PP5c, OMFP substrate fluorescence; inhibition, % at 6.7 µM; 320,000 tested, 0.18% active; AID 1987;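 active means inhibition above the campaign's mean inhibition across all tested compounds plus 3 SD, cut at about 9.5% in these data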;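 further: 0% = DMSO only and 100% = 100 µM cantharidin control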
# Target sequence (P53041 whole entry, looked up): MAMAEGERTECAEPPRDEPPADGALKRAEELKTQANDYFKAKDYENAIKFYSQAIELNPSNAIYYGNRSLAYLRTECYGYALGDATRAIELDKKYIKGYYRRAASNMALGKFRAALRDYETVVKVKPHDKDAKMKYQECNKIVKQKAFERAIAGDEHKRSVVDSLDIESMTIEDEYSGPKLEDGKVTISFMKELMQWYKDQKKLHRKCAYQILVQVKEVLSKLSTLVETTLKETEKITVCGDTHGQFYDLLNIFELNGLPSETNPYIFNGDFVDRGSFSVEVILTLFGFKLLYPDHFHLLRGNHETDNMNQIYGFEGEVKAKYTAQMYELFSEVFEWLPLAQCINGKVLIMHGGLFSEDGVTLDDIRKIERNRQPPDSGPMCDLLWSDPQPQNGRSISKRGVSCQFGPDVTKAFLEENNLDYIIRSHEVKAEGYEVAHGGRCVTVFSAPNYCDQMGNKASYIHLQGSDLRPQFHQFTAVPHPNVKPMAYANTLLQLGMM
# An asterisk follows results filed as active; i = inactive; ? = inconclusive; / = not tested or not shown; & = joins results of further samples.
SMILES,ZTA counter,CR mimetic SO,EBNA-1 inh,PP1 inh,CTSL1 counter,TPT1 inh,core dimer inh,JMJD2C inh,PP5 inh
COc1ccc(NC(=O)c2noc3c2CCCCC3)cc1,-5,107,-6,-3,0,-1,0,5,0.6
CCOc1cccc(NC(=O)C2CC(=O)N(c3ccc(F)cc3)C2)c1 (configuration not stated),7,125,8,6,0,0,-2,-14,0.5
Cc1cc(C)c2cc3c(N)c(C(=O)N4CCc5ccccc5C4)sc3nc2c1,-8,121,5,2,1,26*,4,-2,0.6
COc1ccc(Cc2nc3ccc(C(=O)NCC4CCOCC4)cc3o2)cc1OC,-7,105,-7,-5,1,-2,1,-3,0.8
Cc1cc(C)cc(NC(=O)COc2coc(CN3CCc4ccccc4C3)cc2=O)c1,-4,85,0,1,-6,-1,1,-2,-0.7
NCCCNC(=O)c1ccc(/C=N/O)nc1,-8,74,-4,-7,-4,-3,-9,-1,-1.3
CCOC(=O)Cc1csc(NC(=O)CCNS(=O)(=O)c2ccc3c(c2)CCC(=O)N3)n1,-4,93,-7,-1,-1,-2,-2,-4,1.1
Cc1ccccc1CC(=O)Nc1ccc(C(=O)N2CCCC2)cc1,-13,103,-9,3,-4,-5,-2,8,2.2
CCOc1cc(NC(=O)c2ccco2)c(OCC)cc1NC(=O)CCc1ccccc1OC,-3,87,-4,3,2,0,4,-4,0.2
COc1cc(NC(=O)CN(C)Cc2cccc(F)c2)c(C)cc1[N+](=O)[O-],-2,105,-2,-5,2,4,7,-6,4.9
CCCN(CCC)c1nc2ccccc2nc1C(C#N)C(=O)OCCOC (configuration not stated),3,97,6,6,2,11,5,8,3.0
Cc1cccc(C(=O)OCC(=O)NC2CCCCCCC2)c1,9,95,/,1,/,/,/,/,-0.5
Cc1ccc(S(=O)(=O)Nc2nc(C)cc(NCCN)n2)cc1,-4,94,1,-5,0,-1,-1,2,0.0
Cc1ccc(N(CCC#N)C(=O)CCl)cc1C,8,92,3,-5,2,1,-4,31,3.3
Cc1ccc(-n2ncc3c(NCCCOC(C)C)ncnc32)c(C)c1,-10,95,2,-6,1,-2,-31,1,-5.5
COC(=O)[C@H](CC(C)C)NC(=O)NCc1ccc(Cl)cc1,-6,99,3,-3,-2,-3,0,19,0.8
COc1ccc([C@@H]2[C@@H]3C(=O)N(C(C)(C)C)C(=O)[C@@H]3[C@]3(Cc4ccccc4)C(=O)N(c4ccccc4)C(=O)N23)cc1,-12,88,3,8,-1,-1,6,14,2.1
Cc1ccc(C)c(OCc2cc(C(=O)N3CCC(N4CCCC(O)C4)CC3)no2)c1 (configuration not stated),12,88,12,0,1,2,2,10,0.2
O=S(=O)(Nc1ccc(Cc2ccncc2)cc1)c1ccc(Cl)s1,-3,113,2,0,8,0,2,13,1.9
O=C(N/N=C(/c1ccccc1)c1ccncc1)c1ccc2c(c1)OCO2,-4,114,-6,-2,-2,0,-9,7,3.0
O=C(CC(C(=O)O)c1ccccc1)Nc1cccc2ccccc12 (configuration not stated),-18,109,4,-2,0,30*,-9,-2,-1.7
CCOc1ccccc1NC(=O)NCc1ccccc1,-3,86,3,0,-2,-1,9,-5,2.5
Cc1ccc(CNC(=O)CNS(=O)(=O)c2ccc3nc(C)sc3c2)cc1,4,108,10,-2,4,-2,0,-3,1.1
O=P(CO)(Cc1ccccc1)Cc1ccccc1,12,95,-8,0,0,1,-13,-3,0.7
CCN(CC)S(=O)(=O)c1ccc2[nH]c(=O)[nH]c2c1,1,97,-3,-3,9,-2,-4,5,-1.4
Cc1ccc(CC(=O)NCCN2CCOCC2)cc1,-20,103,0,-2,-4,-1,3,-1,2.5
CCCc1ccc(Oc2coc3cc(OCC(=O)Nc4ccccc4C)ccc3c2=O)cc1,1,96,5,3,5,3,2,6,2.8
CCc1ccccc1N(CC(=O)NC1CCCCC1)C(=O)CCC(=O)Nc1ccccn1,1,98,-12,3,1,-4,1,9,3.9
Cc1ccc2c(CC(=O)OCc3cc(=O)n4c(n3)sc3ccccc34)coc2c1,4,105,-9,7,-2,0,90*,10,2.9
Cc1ccc(OCC(=O)N2CCCCCC2)c(C)c1,3,98,-12,-3,0,1,3,2,1.9
CSC1=N/C(=C\C=C\c2cccs2)C(=O)S1,-15,97,8,5,6,36*,60*,34,0.0
O=C(c1ccc(NS(=O)(=O)c2cccc([N+](=O)[O-])c2)cc1)N1CCN(C(=O)c2ccco2)CC1,-7,100,/,-5,/,/,/,9,1.7
O=S(=O)(c1ccc(Br)cc1)N1CCCN(Cc2cccc(F)c2)CC1,-12,96,-3,2,5,1,-7,-1,4.1
CCOC(=O)c1ccc(NC(=S)Nc2cccc(C)n2)cc1,-2,108,-10,2,0,6,7,9,3.0
COc1ccc2oc(=O)c(C(=O)n3ccc(C)n3)cc2c1,3,82,6,-1,3,-4,1,8,-2.6
CCCCNC(=S)N1CCN(Cc2ccc3c(c2)OCO3)CC1,5,92,6,1,3,-5,0,0,-0.4
Nc1cc(S(=O)(=O)c2ccc(O)c(N)c2)ccc1O,2,102,11,-5,2,2,-12,-1,0.0
COc1ccc(-c2nc(=S)[nH][nH]2)cc1OC,1,103,-5,-2,-2,-1,2,16,-1.5
Cc1ccc(CNC(=O)C2CCCCC2C(=O)O)cc1 (configuration not stated),-19,100,-6,-6,3,-4,-5,3,2.6
O=c1[nH]c2c(c(=O)[nH]1)CCC2,19,99,7,-2,-3,5,1,6,-2.2
CCc1ccc(OCC(=O)Nc2ccncc2)cc1,-1,95,5,-2,-1,-1,3,-9,1.1
CCOc1ccc(CC(=O)Nc2c(C(=O)Nc3ccccc3)oc3ccccc23)cc1OCC,21,85,7,1,5,0,11,18,-0.2
COC(=O)c1ccc(/C=C2\N=C(SC)SC2=O)cc1,-17,96,10,2,-1,-4,-10,5,0.3
Cc1ccc(C(=O)NC2CCS(=O)(=O)C2)cc1S(=O)(=O)N1CCCCCC1 (configuration not stated),7,91,-2,0,-8,-3,-2,6,-1.1
COC(=O)c1ccc(CN2CCC(CO)(Cc3cccc(OC)c3)CC2)cc1,-9,76,-5,0,-4,-4,-1,-5,1.0

# Some entries already given, limited to PP5 inh and JMJD2C inh.
Structure | PP5 inh | JMJD2C inh
O=c1[nH]c2c(c(=O)[nH]1)CCC2 | -2.2 | 6
Cc1cc(C)cc(NC(=O)COc2coc(CN3CCc4ccccc4C3)cc2=O)c1 | -0.7 | -2
CCCN(CCC)c1nc2ccccc2nc1C(C#N)C(=O)OCCOC (configuration not stated) | 3.0 | 8

# (more compounds)
SMILES,ZTA counter,CR mimetic SO,EBNA-1 inh,PP1 inh,CTSL1 counter,TPT1 inh,core dimer inh,JMJD2C inh,PP5 inh
COc1cc(C(=O)ON=C2C3CC4CC(C3)CC2C4)cc(OC)c1OC,-1,133,0,-2,36*,1,6,8,-1.1
COc1ccccc1CCNC(=O)Cc1cccs1,7,91,4,-4,-1,-1,3,-7,-0.9
Cc1ncn(C23CC4CC(CC(C4)C2)C3)n1,-26,89,3,2,-4,0,-8,2,1.9
Cc1[nH]ccc(=O)c1OCc1ccc(Cl)cc1,-4,108,1,-6,11,-4,-1,12,0.0
COc1ccc(-c2cc(C(=O)Nc3ccccc3O)c3ccccc3n2)cc1OC,-18,102,-11,2,-1,-7,0,0,4.0
COCCn1c(C)cc(C(=O)COC(=O)c2ccc3ncsc3c2)c1C,2,99,8,2,-5,-7,7,3,1.5
Cc1[nH]c2ccccc2c1/C=N/NC(=O)c1cc(-c2ccccc2)n[nH]1,-11,112,-4,2,8,-1,-6,-5,3.6
CCOC(=O)C1=C(N)n2c(s/c(=C/c3ccco3)c2=O)=C(C(=O)OC)C1c1ccco1 (configuration not stated),-14,85,-10,7,2,12,17,13,1.9
O=C(Nc1ccccc1NC(=O)NC1CCCCC1)NC1CCCCC1,3,75,1,-4,-2,1,2,-1,1.3
CCNC(=O)COC(=O)C1C(C(=O)OCC)=C(C)NC(C)=C1C(=O)OCC,15,i,1,-1,0,1,-1,-22,1.0
COc1ccc(NC(=S)NC(=O)c2cccnc2)cc1,4,104,-1,-2,2,-7,15,5,-1.4
COc1cccc(C2=CC(c3ccc(N(C)C)cc3)n3ncnc3N2)c1 (configuration not stated),8,104,-12,-1,5,38*,13,33,2.7
CNC(=O)c1ccsc1NC(=O)c1ccc(S(=O)(=O)N2CCCc3ccccc32)cc1,4,108,8,6,-1,-2,-21,13,2.6
COc1ccc(CNC(=O)/C(C#N)=C2\N=C(NC(=O)c3cccs3)c3ccccc32)cc1,5,96,-3,-1,2,14,-7,-6,-0.1
CCOC(=O)C1C(=O)OC(C)(C)C1C(C)C(=O)c1ccc(C)cc1C (configuration not stated),-13,84,-10,-1,0,-1,-4,1,0.6
Cc1ccc(-n2nc(C)c(=O)c(-c3ccccc3)c2NC(=O)c2cccs2)cc1,-5,93,3,-1,-4,-2,-1,-11,-1.9
Cc1ccc(S(=O)(=O)N(CC(=O)N2CCC(C(N)=O)CC2)c2cccc(C(F)(F)F)c2)cc1,2,104,3,0,-1,-4,1,11&2,1.9
CN(C)S(=O)(=O)c1cc(NC(=O)COC(=O)Cc2cccc3ccccc23)ccc1Cl,-13,96,-1,2,-7,-4,9,-6,6.0
Cc1cccc(N=C(N2CCOCC2)P(=O)(N2CCOCC2)N2CCOCC2)c1,-1,79,6,-3,0,-2,-1,?,0.7
COCCCNC(=O)CNC(=O)c1nn(-c2ccc(OC)c(Cl)c2)c(=O)c2ccccc12,-22,108,-7,0,2,-4,1,10,-0.3
CCCCN(C(=O)Cn1nnc2ccccc21)C(C(=O)NCCOC)c1cccs1 (configuration not stated),12,94,8,-2,8,2,-1,-9,-0.6
CSc1nc2ccccc2cc1/C=C(\C#N)c1cccc(Cl)c1,3,98,-1,-2,3,1,5,0,-0.4
CCCCn1c(N)c(N(CCC(C)C)C(=O)c2ccccc2C)c(=O)[nH]c1=O,7,88,13,-2,2,5,7,3,0.2
FC(F)(F)c1cccc(NC(=S)NCC(c2cccnc2)N2CCOCC2)c1 (configuration not stated),14,116,3,-6,-3,0,6,5,-0.4
O=C(COc1ccc(Cl)cc1)Nc1ccc(CN2CCOCC2)cc1,10,98,/,-3,/,/,/,9,1.1
CCc1cc2c(N[C@@H](C)C(=O)O)ncnc2s1,13,101,9,-5,-4,3,-1,-2,-0.7
CC1(OC(=O)C2CCCC2)C(=O)C=C2C=C(C3CC3)OC=C2C1=O (configuration not stated),7,92,14,4,-4,0,27,5,-1.1
Cc1nn(Cc2ccc(F)cc2)c2sc(C(=O)Nc3ccccc3N3CCOCC3)cc12,-8,94,-5,1,-4,-1,-1,5,2.8
CN1CCC(N(C)C(=S)NCCc2ccccc2)CC1,2,110,-1,-3,-3,1,-2,-6,-2.7
NS(=O)(=O)c1ccc(CCNCC#Cc2ccccc2)cc1,8,93,2,1,0,0,-2,4,1.1
COC(=O)c1sccc1NC(=S)Nc1cc(C)ccc1OC,0,91,-8,2,-3,2,-1,9,3.5
CC(O)CCc1nc2ccc(C(=O)O)cc2[nH]1 (configuration not stated),-5,107,-7,-2,-1,-5,-2,1,2.3
COCC(=O)OCC(=O)Nc1cc(C)c(C)cc1[N+](=O)[O-],-11,112,9,-6,-11,-1,3,9,3.5
O=C(CC12CC3CC(CC(C3)C1)C2)Nc1c(F)cccc1F,10,100,-1,5,-2,-1,8,26,1.1
CCOc1ccccc1NC(=O)COc1ccc2ccc(=O)oc2c1,3,100,-15,-1,-4,-2,6,-1,0.5
